NCI-60 one-dose screen, 48 h, at 10 µM unless noted. Numbers give growth in % (100 = growth as untreated, 0 = no growth, -100 = all killed).
A498: A498 renal cancer cells; 76,000 tested, 5.4% active; AID 1794774
NCI-H23: NCI-H23 lung cancer; 80,000 tested, 4% active; AID 1794731
SNB-75: SNB-75 CNS cancer; 79,000 tested, 5% active
SF-295: SF-295 CNS cancer cells; 79,000 tested, 5.6% active
SF-539: SF-539 CNS cancer | 81,000 tested, 6.8% active
U251: U251 CNS tumor cells; 80,000 tested, 5.4% active; AID 1794753
SNB-19: SNB-19 CNS cancer cells; 81,000 tested, 2.5% active
CAKI-1: CAKI-1 renal cancer; 75,000 tested, 4.7% active; AID 1794772
SF-268: SF-268 CNS cancer cells; 82,000 tested, 3.1% active
An asterisk follows results filed as active; · = no result given; & = joins results of further samples. The calls were made as follows: active = growth percent below 10; inactive = the rest.

No.	compound	A498	NCI-H23	SNB-75	SF-295	SF-539
1	O=Cc1cc([N+](=O)[O-])ccc1Cl	·	91	82	103	79
2	COc1cc(CN2CCO[C@H](COc3cccc(F)c3)C2)ccc1Cl	31	49	45	28	59
3	CCCCCCCCCC(=O)OCCCC(CCC(CCC1CCCO1)OC(=O)CCCCCCCCC)OC(=O)CCCCCCCCC (stereo not given)	107	97	88	105	100
4	O=C(Cn1cc(CSc2nnc3oc4ccccc4n23)nn1)Nc1ccc(Br)cc1	119	63	-25*	44	30
5	CCOC(=O)C(C(=O)OCC)c1cc(NC(=O)c2ccccc2)ccc1NC(=O)c1ccccc1	72	102	100	105	115
6	c1ccc(CCOC(c2ccccc2)(c2ccccc2)c2ccccc2)cc1	114	87	103	90	101
7	CC(C)=CCC[C@](C)(O)[C@H]1CC[C@]2(C)[C@@H]1CC[C@@H]1[C@@]3(C)C/C(=C/c4ccc(C=O)cc4)C(=O)C(C)(C)[C@@H]3CC[C@]12C	62	95	69	102	95
8	COc1cccc2c1C(=O)c1c(O)c3c(c(O)c1C2=O)C[C@@](O)(/C(C)=N/NC(=O)c1cccc([N+](=O)[O-])c1)C[C@@H]3OC1CC(N)C(O)C(C)O1 (stereo not given in full)	-59*	-34*	-34*	-38*	-26*
9	Cc1c(O)c(=O)ccn1-c1ccc(N)cc1	92	95	91	·	102
10	CCOC(=O)c1noc2c1CCc1cn(Cc3cccc(OC)c3)cc1-2	112	94	94	100	105

No.	U251	SNB-19	CAKI-1	SF-268
1	72	92	86	88
2	27	30	41	48
3	99	118	102	102
4	54	25	71	38
5	97	95	99	98
6	103	104	94	103
7	103	97	66	92
8	-29*	-21*	-47*	-20*
9	107	103	·	103
10	99	106	·	94

No.	compound	A498	NCI-H23	SNB-75	SF-295	SF-539
11	N#CCCNc1ccc(-c2ccccc2)cc1	95	93	101	95	103
12	COc1cc2cc3cc4cc(OC)c(OC)cc4c(C)[n+]3cc2cc1OC (tested in a mixture with another compound)	94	89	73	71	85
13	O=c1cc(CO)[nH]c(=O)[nH]1	42	105	83	98	99
14	COC(=O)c1c2c(c(C)[n+]([O-])c1C)C(=O)C=C(NCc1ccc(F)c(F)c1)C2=O	·	-76*	-97*	-99*	-96*
15	O=C1C(Cl)=C(NCCCCCCNC2=C(Cl)C(=O)c3ccccc3C2=O)C(=O)c2ccccc21	73	62	117	114	115
16	Oc1ccc(-c2nccs2)cc1	112	101	80	·	110
17	COc1cc2nc(-c3ccc(Cl)cc3)cc(OCCN3CCCC3)c2cc1OC	·	97	80	81	87
18	Cc1cccnc1F	104	94	87	96	100
19	COc1cc(C2=NN(C(C)=O)C(c3cn(S(=O)(=O)c4cccc5cccnc45)c4ccccc34)O2)cc(OC)c1OC (stereo not given)	129	84	78	101	91
20	CCOC(=O)c1ccc(N=Cc2sc(=O)[nH]c2O)cc1	110	98	85	94	94

No.	U251	SNB-19	CAKI-1	SF-268
11	116	125	·	100
12	77	96	·	39
13	104	98	102	119
14	-32*	-67*	-11*	-12*
15	90	96	98	98
16	99	119	92	114
17	89	92	78	81
18	100	92	96	104
19	96	94	77	92
20	97	92	88	88

No.	compound	A498	NCI-H23	SNB-75	SF-295	SF-539
21	CCN1C(=S)N(CC)C2C1NN=c1s/c(=C3\C(=O)N(C(C)C)c4ccccc43)c(=O)n12 (stereo not given)	94	76	33	96	36
22	N/C(=N\c1nc(-c2cccc([N+](=O)[O-])c2)cs1)NC(=O)Nc1ccc(Br)cc1	62	65	57	47	97
23	COC(=O)C1=Nc2ccc(F)cc2/C1=C/c1sc(=S)[nH]c1O	26	29	12	14	-27*
24	CCC(=O)Oc1cc(C(C)C)ccc1C	110	107	96	94	106
25	COC1=CC2C(O)c3ccccc3N3C(=O)CCC23C=C1 (stereo not given)	119	97	102	111	120
26	COc1ccc(Nc2ncnc3c2c(C)nn3-c2ccccc2)cc1	88	104	89	112	100
27	CS(=O)(=O)c1ccc(-c2nn(-c3ccccc3)cc2/C=N/NC(=O)c2ccccc2)cc1	87	102	123	99	99
28	O=C1OCC2=C1C(c1cccc(Cl)c1)c1cc3c(cc1N2CCO)CCC3 (stereo not given)	-21*	8.8*	40	-19*	-5.3*
29	COc1cccc(NC(=O)N2CCCN(c3nc(-c4ccc(C)cc4)nc4ccccc34)CC2)c1	49	85	65	88	97
30	COc1ccc(N=C2NN=C(c3c[nH]c4ccccc34)CS2)cc1OC	62	68	42	-32*	52

No.	U251	SNB-19	CAKI-1	SF-268
21	67	77	87	76
22	77	89	40	87
23	8.6*	30	20	13
24	93	102	102	95
25	102	107	·	108
26	100	104	100	109
27	92	94	100	108
28	3.5*	30	11	14
29	77	82	52	53
30	45	52	64	56

No.	compound	A498	NCI-H23	SNB-75	SF-295	SF-539
31	CCOC(=O)c1c2ncccc2n2c(=O)n(-c3ccc(Cl)cc3)nnc12	106	93	87	9.9*	48
32	C[C@H]1OC(=O)/C=C/[C@@H](O)[C@@H](O)CCCCCCCC[C@@H]1O	71	95	90	99	98
33	NNCCc1ccc(NC(=O)CCCc2ccc(C(=O)Nc3ccccc3N)cc2)cc1	61	77	68	69	61
34	OC(c1cc(-c2cccc(Cl)c2)nc2ccccc12)C1CCCCN1 (stereo not given)	56	3.6*	-5.4*	-47*	-53*
35	O=C(Nc1ccc2[nH]ncc2c1)c1csc(Nc2ccccc2)n1	22	47	36	23	23
36	Brc1ccc(-c2csc(N/N=C/c3cccs3)n2)cc1	68	88	90	95	99
37	CCOC(=O)c1ccc2c(c1)NC(=O)[C@@H]1CCCN21	100	95	90	105	105
38	N#Cc1c(N2CCCC2)nc2sc3cc(Cl)ccc3n2c1=N	118	89	77	62	108
39	C=C1C(=O)O[C@H]2[C@H]1CC/C(COC(=O)c1cc3ccccc3o1)=C\CC[C@@]1(C)O[C@@H]21	103	33	76	75	-41*
40	CO[C@H]1NC(=O)N(S(=O)(=O)c2c(C)cc(C)cc2C)[C@@H]1OC	91	102	104	99	96

No.	U251	SNB-19	CAKI-1	SF-268
31	95	·	74	72
32	90	100	96	102
33	54	86	81	72
34	-85*	18	-37*	21
35	29	30	37	57
36	109	103	91	106
37	105	100	·	100
38	104	99	51	99
39	15	17	·	4.9*
40	98	102	85	108

Brought forward from above: 6 compounds, followed by the next part.
No.	compound	A498	NCI-H23	SNB-75	SF-295	SF-539
35	O=C(Nc1ccc2[nH]ncc2c1)c1csc(Nc2ccccc2)n1	22	47	36	23	23
36	Brc1ccc(-c2csc(N/N=C/c3cccs3)n2)cc1	68	88	90	95	99
37	CCOC(=O)c1ccc2c(c1)NC(=O)[C@@H]1CCCN21	100	95	90	105	105
38	N#Cc1c(N2CCCC2)nc2sc3cc(Cl)ccc3n2c1=N	118	89	77	62	108
39	C=C1C(=O)O[C@H]2[C@H]1CC/C(COC(=O)c1cc3ccccc3o1)=C\CC[C@@]1(C)O[C@@H]21	103	33	76	75	-41*
40	CO[C@H]1NC(=O)N(S(=O)(=O)c2c(C)cc(C)cc2C)[C@@H]1OC	91	102	104	99	96
41	CCOC(=O)CNc1nc(N)nc(N2CCCCC2)c1C=O	125	102	98	115	97
42	O=S(=O)(NCC[C@@H]1C[C@H]1c1ccc2ccccc2c1)C(F)(F)F	102	107	100	94	93
43	CS(=O)(=O)Nc1ccc(C(=O)N/N=C/c2ccc(O)cc2)cc1	85	103	93	99	96
44	CC(C)Nc1ncnc2c1cnn2C	110	98	84	102	100
45	C=C1CC[C@@H]2[C@](C)(COC(C)=O)[C@H](OC(C)=O)CC[C@@]2(C)[C@@H]1CC(NCCCCCCCCCCCCCCCCCC)C1=CCOC1=O (stereo not given in full)	100	100	88	112	102
46	COc1ccc(/C(=N\O)c2cc(C)c(OC)c(C)c2)cc1O	6.8*	46	38	30	2.6*
47	COc1ccc(-c2nn(C(=O)NCCN(C)C)cc2-c2ccncc2)cc1Cl	34	63	-20*	24	26
48	CS(=O)(=O)Nc1cc(-c2ccc3ncnc(Nc4ccc5c(cnn5Cc5ccccn5)c4)c3c2)cnc1Cl	20	77	16	92	70
49	CCCCCCCCc1ccc(C(=O)Nc2ccc(C)cc2OP(=O)(O)O)cc1	109	99	101	89	90
50	CS(=O)(=O)c1ccc(C2=C(c3ccccc3)C(=O)OC2)cc1	97	101	105	105	117

No.	U251	SNB-19	CAKI-1	SF-268
35	29	30	37	57
36	109	103	91	106
37	105	100	·	100
38	104	99	51	99
39	15	17	·	4.9*
40	98	102	85	108
41	103	97	102	116
42	102	104	103	108
43	99	92	90	98
44	106	101	95	92
45	102	103	98	100
46	22	30	·	30
47	31	55	51	45
48	82	81	65	51
49	89	·	88	95
50	95	111	87	121

No.	compound	A498	NCI-H23	SNB-75	SF-295	SF-539
51	CCOC(=O)c1cc(C(=O)c2ccc(OC)c(OC)c2)n2ccc3ccccc3c12	101	92	74	98	86
52	COc1ccc2nc(SCC(=O)Nc3ccccc3)[nH]c2c1	71	94	92	92	100
53	N#Cc1c(N)oc2c(-c3ccccc3)c3c(C#N)c(N)oc3cc12	118	94	83	101	98
54	COc1cc(C2CC(c3ccc(C)cc3)=Nc3c(N)nc(N)nc3N2)ccc1Oc1nc(Nc2ccc(F)cc2)nc(N(C)C)n1 (stereo not given)	96	73	104	69	73
55	COc1cc(-c2cc(/C=C3\C(=O)Nc4ccc(Cl)cc43)[nH]n2)cc(OC)c1OC	41	38	-5.1*	47	45
56	O=C1/C(=C\c2cnc3ccccc3n2)SC(=S)N1CCc1ccc(O)cc1	106	102	96	106	96
57	Cc1ccc2c(C(C[N+](=O)[O-])c3ccco3)c(-c3ccccc3)[nH]c2c1 (stereo not given)	12	51	-5.0*	7.6*	20
58	c1coc(-c2nc3ccccc3s2)c1	·	99	88	116	94
59	CC[C@]1(O)C[C@@H]2CN(CCc3c([nH]c4ccccc34)[C@@](C(=O)OC)(c3cc4c(cc3OC)N(C)[C@H]3[C@@](O)(C(N)=O)[C@H](O)[C@]5(CC)[C@@H]6C[C@@H]6CN6CC[C@]43[C@@H]65)C2)C1	-7.4*	33	51	16	7.9*
60	O=C(Nc1cccc(Cl)c1)OCCOc1ccc(Cl)cc1Cl	96	94	104	85	115

No.	U251	SNB-19	CAKI-1	SF-268
51	102	82	84	91
52	82	91	88	96
53	96	96	87	96
54	52	67	49	55
55	32	50	17	38
56	98	96	91	101
57	26	39	24	38
58	94	103	101	96
59	11	31	33	31
60	89	111	88	102

No.	compound	A498	NCI-H23	SNB-75	SF-295	SF-539
61	O=C(Nc1ccc(OS(=O)(=O)c2ccc(F)cc2)cc1)C1CCCCC1	110	91	99	101	93
62	Cc1ccc(C(=O)CSc2nc(-c3ccc(Br)cc3)c(C#N)c(=O)[nH]2)cc1	65	93	64	106	95
63	CCOc1ccc(/C=N\N=C\c2ccc(OCC)cc2)cc1	108	80	112	96	96
64	CCOC(=O)Cc1cnn(C)c1NC(=O)c1ccc(Cl)cc1NC(C)=O	105	104	76	101	101
65	N#Cc1c(-c2ccc(Cl)cc2)cc(-c2ccc(Br)cc2)[nH]c1=O	79	89	91	85	97
66	COc1ccccc1NC(=O)C(Cl)Cl	99	103	84	109	93
67	c1ccc(COCC[P+](c2ccccc2)(c2ccccc2)c2ccccc2)cc1	-2.4*	-10*	-5.5*	-46*	19
68	COC[C@@H](CC(C)C)N=C1NC(=O)/C(=C/c2ccc3ncoc3c2)N1	-9.5*	-14*	-9.3*	34	-5.1*
69	C=CCSc1nc2ccc(C)cc2cc1/C=N/O	50	80	45	95	72
70	CC1Cc2c(Cl)ncnc2N2CCc3cccc1c32 (stereo not given)	55	104	94	101	100

No.	U251	SNB-19	CAKI-1	SF-268
61	76	96	85	91
62	105	97	87	97
63	74	98	46	94
64	111	·	65	99
65	77	87	91	95
66	99	104	94	106
67	5.4*	9.8*	60	15
68	16	18	6.8*	22
69	56	86	75	69
70	92	94	90	99

No.	compound	A498	NCI-H23	SNB-75	SF-295	SF-539
71	O=[N+]([O-])/C=C/c1ccco1	90	100	·	111	113
72	C1=C(c2ccccc2)C2CCCCC2C1 (stereo not given)	109	109	105	118	112
73	O=c1c2ccccc2nc(-c2ccccc2)n1O	69	98	94	100	99
74	c1nc(C2OCCO2)sc1CN1CCCCC1	99	103	88	97	103
75	COc1ccc2ccccc2c1C=O	124&120	108&106	106&85	121&121	113&102
76	CNC1=C([N+](=O)[O-])C(c2cccc(O)c2)C(C#N)=C(c2cccs2)O1 (stereo not given)	107	99	99	103	103
77	C=CCOC(=O)c1ccc(OC)cc1	90	99	86	102	99
78	O=C1N(Cc2ccccc2)C=C(S(=O)(=O)c2ccccc2)C2=NCCN12	63	97	94	103	103
79	O=C(O)c1ccc(Cl)c([N+](=O)[O-])c1	96	109	103	117	116
80	O=C(CCc1nc2c(=O)[nH]c(=S)[nH]c2[nH]c1=O)NCc1ccc(C(=O)O)cc1	104	97	91	95	94

No.	U251	SNB-19	CAKI-1	SF-268
71	102	98	91	101
72	111	118	115	108
73	100	106	90	100
74	106	106	96	92
75	95&107	101&102	107&106	97&98
76	102	105	99	99
77	92	104	93	96
78	100	104	99	97
79	103	105	104	111
80	102	101	95	93

No.	compound	A498	NCI-H23	SNB-75	SF-295	SF-539
81	CNC(=O)c1cc(-n2ccc3cc(NC(=O)c4ccc(Cl)c(Cl)c4)ccc32)ccn1	79	76	73	81	87
82	O=C(Cn1ccc(=O)[nH]c1=O)c1ccc([N+](=O)[O-])o1	115	108	103	93	106
83	Clc1ccccc1-c1nnc2c(Cc3ccccc3)nc3ccccc3n12	39	89	76	57	72
84	COC(=O)[C@H]1Cc2c([nH]c3ccccc23)[C@@H](c2ccc3c(c2)OCO3)N1	100	107	73	99	92
85	CCOc1nsc(OCC)n1	101	97	82	·	95

No.	U251	SNB-19	CAKI-1	SF-268
81	76	46	75	28
82	95	120	105	105
83	43	85	59	52
84	94	94	82	94
85	102	100	97	97
